TR SRC2 fluor cs: counter-screen for TRb-SRC2 inhibitors: fluorescence interference. TRb/SRC2 Texas Red total fluorescence interference. Potency, µM (top dose mostly 106 µM), without a hit: top-dose fluorescence change, negative = quenching. 0.29% of 280,000 active; active = well fitted curve in either direction with a large enough effect; inconclusive = small, poorly fitted or top-dose-only effect
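Human TRb ligand-binding domain at 0.6 uM with 20 nM Texas Red SRC2 peptide in Tris buffer containing 1 uM T3 and 5% DMSO, incubated with compound 5 h at ambient temperature. Total fluorescence (555/632 nm) calculated as parallel + 2 × perpendicular.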
TRb-SRC2 inh: inhibitors of human thyroid hormone receptor beta-SRC2 interaction | P10828 | TRbeta-SRC2 peptide binding, fluorescence polarization; receptor liganded with 1 µM T3 | Potency, µM (series often up to 106 µM), inactives show at the top dose activity change, negative = inhibition, usual class: inhibitors | 0.065% of 280,000 active;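 also: plate controls were bound peptide for no effect and peptide without receptor for full effect; nearly all actives have a fitted effect of over 50% in size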
Target sequence (P10828 whole entry, looked up): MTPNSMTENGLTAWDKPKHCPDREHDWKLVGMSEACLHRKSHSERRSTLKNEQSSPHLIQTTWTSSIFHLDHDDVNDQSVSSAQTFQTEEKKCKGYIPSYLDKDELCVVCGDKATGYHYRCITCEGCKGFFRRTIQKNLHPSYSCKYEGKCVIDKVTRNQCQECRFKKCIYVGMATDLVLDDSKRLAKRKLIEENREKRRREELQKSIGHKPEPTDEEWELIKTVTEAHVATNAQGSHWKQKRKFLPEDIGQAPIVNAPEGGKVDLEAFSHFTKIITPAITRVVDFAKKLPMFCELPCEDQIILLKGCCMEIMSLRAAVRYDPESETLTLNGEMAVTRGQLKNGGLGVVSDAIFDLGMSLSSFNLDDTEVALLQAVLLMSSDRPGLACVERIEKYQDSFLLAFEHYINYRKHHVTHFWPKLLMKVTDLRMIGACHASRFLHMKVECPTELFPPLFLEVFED
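Compounds were added to 0.6 uM TRb ligand-binding domain and 20 nM Texas Red-labeled SRC2 peptide in Tris buffer containing 1 uM T3, incubated 5 hr at ambient temperature, then read by fluorescence polarization.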
JMJD2E inh: inhibitors of human JMJD2E histone demethylase; 1.6% of 230,000 active; Potency, µM (titrated, usually from 57.1 µM), inactives show top-dose activity change, negative = inhibition, hits mostly inhibitors; JMJD2E catalytic domain, FDH-coupled NADH fluorescence (FDH is formaldehyde dehydrogenase); B2RXH2; active = well fitted inhibition curve with a large enough effect, not every such curve was filed as active; inconclusive = small, poorly fitted or top-dose-only effect, or another doubt; inactive = no such curve, though single readings can be large or run the other way;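 also: 0% = wells with enzyme and -100% = buffer wells without enzyme; nearly all actives have a fitted effect of over 50% in size; many of its hits are not listed in these tables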
Target sequence (B2RXH2 1-337 limits assumed): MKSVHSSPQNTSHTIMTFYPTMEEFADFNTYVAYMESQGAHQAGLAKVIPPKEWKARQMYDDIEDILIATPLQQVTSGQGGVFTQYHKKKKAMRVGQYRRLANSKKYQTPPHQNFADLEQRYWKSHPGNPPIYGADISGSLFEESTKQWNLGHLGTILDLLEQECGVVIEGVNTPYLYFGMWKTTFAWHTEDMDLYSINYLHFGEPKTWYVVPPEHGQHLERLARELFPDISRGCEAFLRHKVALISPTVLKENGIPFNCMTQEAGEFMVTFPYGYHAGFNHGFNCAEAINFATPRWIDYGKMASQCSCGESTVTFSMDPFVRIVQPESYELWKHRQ
RGS12 GoLoco inh: inhibitors of human Gai1-RGS12 GoLoco interaction (red fluorophore). AID 880. P63096. Gai1:RGS12 GoLoco peptide FP, rhodamine, 10 min. 0.44% of 230,000 active. Potency, µM (highest dose often 61.6 µM), for inactives: at the highest dose activity, negative = inhibition, hits mostly inhibitors; active = well fitted inhibition curve with a large enough effect, not every such curve was filed as active; inactive = no such curve, though single readings can be large or run the other way; also: nearly all actives have a fitted effect of over 30% in size; many of its hits are not listed in these tables
RECQ1 helicase: inhibitors of human RECQ1 DNA helicase. P46063. RECQ1 DNA unwinding, red fluorescence kinetic read. Potency, µM (highest dose often 57.3 µM), for inactives: at the highest dose activity, negative = inhibition, hits mostly inhibitors. 0.54% of 240,000 active;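 also: plate controls were vehicle for no effect and no enzyme for full effect; nearly all actives have a fitted effect of over 30% in size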
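50 nM RECQ1T1 preincubated 15 min with compound in Tris pH 8.0 buffer with MgCl2, DTT, Tween-20 and 2.5 ug/ml poly(dI-dC); started with 200 nM TAMRA/BHQ-2 forked duplex and 2 mM ATP. Unwinding read as fluorescence (525/598 nm), two reads 2 h apart.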
Tau FP inhib: blocks human tau fibril formation measured by polarization | AID 1468 | Potency, µM (highest dose often 57.7 µM), without a hit: at the top dose activity, negative = inhibition, hits mostly inhibitors | P10636 | K18 P301L tau heparin fibrillization, Alexa594 FP, 6 h | 0.39% of 280,000 active; also: nearly all actives have a fitted effect of over 55% in size
Target sequence (P10636 561-689 P618L limits assumed): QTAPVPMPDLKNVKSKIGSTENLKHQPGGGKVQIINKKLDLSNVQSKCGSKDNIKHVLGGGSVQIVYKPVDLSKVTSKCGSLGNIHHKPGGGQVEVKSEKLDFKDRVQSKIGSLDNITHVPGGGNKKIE
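Quantitative HTS format: compounds meet 15 uM recombinant K18 P301L tau and Alexa 594-tau tracer in 100 mM sodium acetate pH 7; 20 uM heparin triggers fibrillization at 37 C over 6 hr; FP gives the signal.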
L3MBTL1 block: L3MBTL1 (human) inhibition | AlphaScreen L3MBTL1–H3K9me1 peptide binding | Potency, µM (highest dose often 57.1 µM), for inactives: at the highest dose activity, negative = inhibition, most hits filed as inhibitors | 0.66% of 230,000 active | AID 485360; also: nearly all actives have a fitted effect of over 60% in size
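Read-out is AlphaScreen signal from streptavidin donor and nickel chelate acceptor beads (10 ug/mL final each) bridging L3MBTL1 (50 nM) and biotinylated K9-monomethylated H3(1-15) peptide (75 nM), after 30 min compound exposure at room temperature.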
Tau fibril ThT: blocks human tau fibril formation measured by thioflavin T; Potency, µM (highest dose often 57.4 µM), without a hit: at the highest dose activity, negative = inhibition, most hits filed as inhibitors; recombinant tau K18 P301L, heparin-induced fibrillization, ThT fluorescence; 2.1% of 270,000 active; P10636; also: nearly all actives have a fitted effect of over 55% in size
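ThT emission at 510 nm, taken 1 hr after adding 30 uM dye, quantifies aggregates formed when 20 uM heparin acts on human tau K18 P301L for 6 hr at 37 C.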
* hit, by the source's call; i = inactive; ? = inconclusive; nt = not tested or not shown; ! = not active in a repeat; [ ] = another dose, or the depositor's remark. Unless noted, calls follow the shape of the dose curve; as a rule, active = well fitted curve in the direction sought with a large enough effect; inconclusive = small, poorly fitted or top-dose-only effect, or another doubt; inactive = no such curve, though single readings can be large; an effect the other way counts as inactive or inconclusive. Unless noted, % is scaled to controls: 0 for no effect and ±100 for the full control effect; potency is read from the fitted curve at half-maximal effect.

Order of results – TRb-SRC2 inh	RECQ1 helicase	Tau FP inhib	TR SRC2 fluor cs	JMJD2E inh	L3MBTL1 block	Tau fibril ThT	RGS12 GoLoco inh
1. CCOC(=O)c1cnc(-n2cc(C)cn2)nc1Nc1ccccc1OC
→ 0%	0%	4%	2%	1%	-8%	?	-6%
2. NC(=O)[C@H]1CC2(CC(c3cccc(NC(=O)[C@H]4CCC(=O)N4)c3)=NO2)CN1C(=O)CC(c1ccccc1)c1ccccc1 (some centres undefined)
→ 2%	i	1%	0%	9%	nt	6%	2%
3. Cn1cccc1Cc1nnc(SCC(=O)NCCc2ccccc2)n1-c1ccc(F)cc1
→ -1%	-6%	1%	-2%	-1%	0%	0%	-1%
4. COc1cccc(CNC(=O)c2cccc(-n3c(C)nc4cccnc43)c2)c1OC
→ 2%	nt	-3%	1%	nt	nt	4%	nt
5. CCCCC1=CC2=CC(=O)C(C)(OC(=O)CC)C(=O)C2=CN1Cc1ccco1 (centres undefined)
→ 3%[11.2 µM]	?	3%[11.6 µM]	0%[11.2 µM]	22µM*!	nt	?	5%[14.2 µM]
6. O=C(O)/C=C/c1cn(Cc2ccccc2Cl)nc1-c1ccccc1
→ 4%	-1%	-1%	0%	0%	-8%	-5%	-3%
7. Cc1cccc(CC(=O)Nc2cc(C)c3c(=O)oc4ccccc4c3n2)c1
→ -17%	-14%	-15%	3%	-17%	4%	4%	35%[activator]
8. Cc1c(C(=O)NCCc2ccccc2)oc2ccc(S(=O)(=O)N3CCOCC3)cc12
→ -8%	i	4%	0%	9%	2%	-15%	-3%
9. COc1ccccc1OCc1ccc(C(=O)N2CCN(C(=O)c3ccco3)CC2)cc1
→ -8%	-22%	-8%	-1%	6%	nt	-22%	6%
10. NC(=O)CCN(Cc1ccccc1)S(=O)(=O)c1ccccc1
→ -6%	-9%	0%	2%	4%	6%	-4%	5%
11. COc1ccc(NC(=O)CCN2C(=O)C3CC=C(Cl)CC3C2=O)cc1 (centres undefined)
→ -3%	-7%	6%	-1%	5%	?	3%	-5%
12. Cc1ccccc1OCc1ccc(-c2nc(C#N)c(N3CCCCC3)o2)o1
→ 0%	nt	6%	7%	nt	nt	-12%	nt
13. CCCCNC(=O)C1CC(=O)N(c2ccc(OC)cc2)C1c1ccc(OC)cc1 (centres undefined)
→ -7%	-13%	8%	2%	8%	-3%	1%	4%
14. Cc1cc(Cl)ccc1C(=O)C1CCCN(C(=O)c2cc(C(C)C)no2)C1 (centres undefined)
→ 1%	i	21%	-4%	3%	16%	-9%	7%
15. CC(C)c1ccc(OCC(=O)Nc2c(Cl)ccc3nsnc23)cc1
→ -1%	nt	1%	5%	nt	nt	-7%	nt
16. CN(C)c1ccc(/C=C(\Cl)c2nc3ccccc3s2)cc1
→ 4%	2%	-2%	9%	-3%	10µM*	5%	71%[activator]
17. Cc1cc2nc(CCN3CCOCC3)n(S(=O)(=O)c3ccc(C(C)(C)C)cc3)c2cc1C
→ 7%	-4%	6%	-4%	7%	-1%	-8%	-8%
18. CCOC(=O)C1(CCc2ccccc2)CCN(C(=O)c2cc(C)nc(C)n2)CC1
→ -7%	i	-1%	4%	9%	1%	-2%	7%
19. Cc1ccc(CNS(=O)(=O)N(C)C)cc1
→ -5%	-12%	-6%	-2%	-10%	nt	-11%	10%
20. O=C(COC(=O)c1cccs1)Nc1cccc(S(=O)(=O)NC2=NCCCCC2)c1
→ 1%	1%	4%	-2%	-10%	-7%	9%	9%
21. O=C(c1ccccc1-c1ccccc1)N1CCCCC1
→ 0%	i	-2%	0%	1%	3%	-4%	-4%
22. CCc1ccc(-n2c(=O)c3cccnc3n2CC(=O)NCc2ccc(F)cc2)cc1
→ -4%	nt	?	0%	nt	nt	12%	nt
23. Cc1cc(C)n(-c2nnc(C)n2/N=C/c2ccco2)n1
→ -1%	-8%	-6%	2%	-5%	nt	-11%	3%
24. Oc1ccc(C=NC2CCCCC2)c(O)c1
→ 4%	-3%	-11%	-6%	-13%	-17%	?	21%
25. COCCN(CCOC)c1nc(C)nc2c1nc(-c1ccccc1)n2CCCN(C)C
→ -2%	-11%	3%	-2%	?	nt	-1%	-2%
26. COc1ccc(C2C(C(=O)Nc3cc(C)on3)c3ccccc3C(=O)N2C)cc1OC (centres undefined)
→ 7%	-2%	7%	-5%	-2%	4%	-15%	nt
27. COc1ccc(OC)c(C2C(C#N)=C(N)Oc3cc(N)ccc32)c1 (centres undefined)
→ 7%	-3%	1%	-5%	?	-10%	-9%	8%
28. CN(N=Nc1ccc([N+](=O)[O-])cc1)c1ccccc1
→ -3%	0%	-4%	-5%	7%	-24%	?	-8%
29. N/C(CN1CCSCC1)=N\OCc1c(F)cccc1Cl
→ 2%	10%	2%	0%	5%	-2%	-11%	-13%
30. COc1cc(C2CC(=O)N(Cc3cccc(F)c3)c3ccccc3S2)cc(OC)c1OC (centres undefined)
→ -21%[53 µM]	nt	-2%	-84%[53 µM]	nt	nt	-5%	nt
31. Cc1ccc(CNC(=O)CCCn2c(=O)c3ccccc3n(Cc3ccc(Cl)cc3)c2=O)cc1
→ 3%	nt	-1%	-2%	nt	nt	-6%	nt
32. Cc1ccc(C(=O)CSC2=NC(N)=C(C#N)C3(CCCCC3)C2C(N)=O)cc1 (centres undefined)
→ -2%	-14%	?	2%	-5%	-6%	25µM*	5%
33. O=C1CC(C(F)(F)C(F)(F)C(F)(F)C(F)(F)F)=Nc2ccccc2N1
→ -1%	i	?	3%	13%	8%	9%	8%
34. Cc1oncc1-c1csc(-c2ccccc2Cl)n1
→ 7%	i	7%	-1%	-13%	37%[activator]	?	-6%
35. C/C(=N\NC(=O)CN(c1ccccc1Br)S(C)(=O)=O)c1ccc2c(c1)OCCO2
→ 9%	-7%	3%	0%	13%	-3%	-3%	14%
36. CC(CN1CCN(C)CC1)OC(=O)c1ccc(Cl)cc1 (centres undefined)
→ -3%	13%	4%	1%	0%	1%	4%	4%
37. Cc1nc2c3cnn(-c4ccc(C)c(C)c4)c3ncn2n1
→ -1%	i	3%	3%	?	3%	?	9%
38. O=c1[nH]c(=S)n(C2CCCCC2)c(O)c1C=NCCN1CCOCC1
→ 3%	25%	4%	2%	-16%	-5%	-10%	15%
39. CNC(=O)COC(=O)c1c2c(nc3ccccc13)CCC2
→ 5%	?	-3%	-2%	?	?	?	14%
40. CC(C)C(NC(=O)C(c1ccccc1)c1ccccc1)c1nc2ccccc2[nH]1 (centres undefined)
→ 8%	i	-3%	1%	9%	nt	4%	-2%
41. Oc1ccccc1-c1nc2cnccn2c1Nc1ccc(Cl)cc1
→ 3%	nt	-1%	-1%	nt	nt	-14%	nt
42. N=C(N)N1CCN(Cc2ccccc2)CC1
→ -1%	-2%	3%	-1%	3%	-5%	-4%	6%
43. COCC[N+]1(C)CCCCC1
→ -1%	-5%	6%	-3%	?	-13%	1%	-34%
44. COc1cc2ccccc2cc1C(=O)N1CCN(c2nc3c(F)cccc3s2)CC1
→ -3%	nt	?	0%	nt	nt	-11%	nt
45. CCc1cccc(NC(=O)c2cc(-c3ccccc3)n[nH]2)c1
→ -8%	nt	-5%	-3%	nt	nt	-5%	nt

Structural class: the compounds so far with an aryl methoxy group.
Order of results – TRb-SRC2 inh	RECQ1 helicase	Tau FP inhib	TR SRC2 fluor cs	JMJD2E inh	L3MBTL1 block	Tau fibril ThT	RGS12 GoLoco inh
1. CCOC(=O)c1cnc(-n2cc(C)cn2)nc1Nc1ccccc1OC
→ 0%	0%	4%	2%	1%	-8%	?	-6%
4. COc1cccc(CNC(=O)c2cccc(-n3c(C)nc4cccnc43)c2)c1OC
→ 2%	nt	-3%	1%	nt	nt	4%	nt
9. COc1ccccc1OCc1ccc(C(=O)N2CCN(C(=O)c3ccco3)CC2)cc1
→ -8%	-22%	-8%	-1%	6%	nt	-22%	6%
11. COc1ccc(NC(=O)CCN2C(=O)C3CC=C(Cl)CC3C2=O)cc1 (centres undefined)
→ -3%	-7%	6%	-1%	5%	?	3%	-5%
13. CCCCNC(=O)C1CC(=O)N(c2ccc(OC)cc2)C1c1ccc(OC)cc1 (centres undefined)
→ -7%	-13%	8%	2%	8%	-3%	1%	4%
26. COc1ccc(C2C(C(=O)Nc3cc(C)on3)c3ccccc3C(=O)N2C)cc1OC (centres undefined)
→ 7%	-2%	7%	-5%	-2%	4%	-15%	nt
27. COc1ccc(OC)c(C2C(C#N)=C(N)Oc3cc(N)ccc32)c1 (centres undefined)
→ 7%	-3%	1%	-5%	?	-10%	-9%	8%
30. COc1cc(C2CC(=O)N(Cc3cccc(F)c3)c3ccccc3S2)cc(OC)c1OC (centres undefined)
→ -21%[53 µM]	nt	-2%	-84%[53 µM]	nt	nt	-5%	nt
44. COc1cc2ccccc2cc1C(=O)N1CCN(c2nc3c(F)cccc3s2)CC1
→ -3%	nt	?	0%	nt	nt	-11%	nt

Not all compounds are listed; rates above refer to the full screens.
